Bioassay records (PubChem)
Casp6 inh: caspase-6 (human) enzyme inhibition | P55212 | purified caspase-6, Z-VEID-R110 cleavage fluorescence | actives 0.53% (n = 350,000) | inhibition, % at 12.5 µM;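 active means mean inhibition across replicates at least about 35%, with every replicate also reaching that limit, limit read from the data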;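 further: 0% = median of neutral control wells and 100% = no fluorescence left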
Target sequence (P55212 24-179 limits assumed): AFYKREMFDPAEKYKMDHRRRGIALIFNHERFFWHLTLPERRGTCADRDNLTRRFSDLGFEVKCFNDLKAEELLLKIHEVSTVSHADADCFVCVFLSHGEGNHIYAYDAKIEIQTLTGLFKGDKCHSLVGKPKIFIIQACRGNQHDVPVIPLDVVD
Target sequence (P55212 194-293 limits assumed): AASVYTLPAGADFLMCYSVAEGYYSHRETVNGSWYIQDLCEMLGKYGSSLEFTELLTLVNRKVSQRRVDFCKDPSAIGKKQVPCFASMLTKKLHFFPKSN
LGR2 inh: blocks bursicon-induced cAMP signaling via Drosophila LGR2 | HEK293 LGR2, CRE-luciferase, bursicon-stimulated, 4 h | inhibition, % at 9.99 µM | actives 0.35% (n = 380,000);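 active means drop in luminescence signal, shown as inhibition above about 50% in the replicate tests, limit read from the data, passing the limit was not always enough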;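 further: agonist challenge used bursicon conditioned medium at about half maximal strength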
SIRT5 block: blocks human SIRT5 desuccinylation of peptide | Purified SirT5, succinyl-peptide AMC, trypsin-coupled fluorescence | inhibition, % at 15 µM | AID 652115 | Q9NXA8 | actives 1.1% (n = 330,000); in the data active means inhibition above about 15%
Target sequence (Q9NXA8 whole entry, looked up): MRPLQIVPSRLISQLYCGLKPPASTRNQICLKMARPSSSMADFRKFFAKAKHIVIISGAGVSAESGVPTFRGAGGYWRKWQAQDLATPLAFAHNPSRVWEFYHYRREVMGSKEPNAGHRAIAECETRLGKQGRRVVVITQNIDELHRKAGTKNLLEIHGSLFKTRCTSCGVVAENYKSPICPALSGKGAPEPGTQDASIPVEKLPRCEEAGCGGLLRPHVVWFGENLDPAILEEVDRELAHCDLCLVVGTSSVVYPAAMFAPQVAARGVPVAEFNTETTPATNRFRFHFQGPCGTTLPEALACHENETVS
Statin myotox sup: protects C2C12 myotubes from simvastatin toxicity; ATP luminescence, 48 h; scaled: DMSO 0, geranylgeraniol control 100; rescue of ATP level, % at 7.49 µM; actives 0.78% (n = 330,000); AID 602340;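 active means mean ATP rescue above about 67%, or every replicate alone reaching that limit, limit read from the data, passing the limit was not always enough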;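 further: myotubes were challenged with 10 µM simvastatin during compound exposure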
esBAF inh: SWI/SNF esBAF complex inhibition; reporter increase, % at 12.5 µM; mouse ES cells, Bmi1-luciferase knock-in reporter, 24 h; 100% = twice the neutral-well signal; actives 2% (n = 350,000); in the data active means activation above about 40%;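 further: 0% = median of the plate's neutral control wells and 100% = double that signal; a rise in the Bmi1 reporter signal indicates esBAF inhibition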
FN deposit inh: fibronectin deposition inhibition; AH1F fibroblasts, Alexa488-fibronectin deposition fluorescence, overnight; inhibition, % at 12.6 µM; actives 0.086% (n = 350,000); AID 743247;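 active means mean inhibition across replicates of 30% or more, regardless of how many single replicates reach that level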;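 further: positive control wells lacked labelled fibronectin entirely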
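material = AH1F fibroblast monolayer depositing Alexa488-labelled fibronectin into matrix | amount = 10000 AH1F cells/well | buffer or medium = DMEM plus 2% serum, read in PBS | incubation = 1 h cell adhesion before compound, then overnight fibronectin incubation | detection = fluorescence at 485 nm excitation, 525 nm emission | evaluation = percent inhibition as loss of matrix-bound fibronectin fluorescence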
S100A4 inh HTS: blocks human S100A4 binding to myosin IIA peptide. P26447. S100A4/TAMRA-MyoIIA peptide fluorescence polarization. inhibition, % at 10.7 µM. actives 0.14% (n = 360,000). AID 652163;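 active means mean inhibition of at least 70% across replicates, with every replicate also reaching that level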
Target sequence (P26447 whole entry, looked up): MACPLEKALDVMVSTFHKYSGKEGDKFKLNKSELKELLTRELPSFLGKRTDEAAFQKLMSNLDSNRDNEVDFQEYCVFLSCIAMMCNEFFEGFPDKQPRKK
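Material: S100A4 monomer protein / Buffer or medium: 50 mM HEPES pH 7.2, 10 mM CaCl2, 100 mM KCl / Times: 5 min incubation before reading / Benchmarks: neutral control DMSO, positive control TFP / Reagent: labelled myosin peptide probe, 5 nM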
Numbers without * were called inactive; · = not tested or not shown. These rows are one share of the data (hit frequency here may not be typical).

SMILES | Casp6 inh | LGR2 inh | SIRT5 block | Statin myotox sup | esBAF inh | FN deposit inh | S100A4 inh HTS
C[C@@H]1CN([C@H](C)CO)C(=O)c2cccc(NC(=O)Nc3ccccc3)c2O[C@H]1CN(C)S(C)(=O)=O | 1 | 19 | 0 | 12 | 2 | · | 1
CCN(CC)c1ccc(NC(=O)c2cccc(C)c2)cc1S(=O)(=O)Nc1ccccc1OC | 0 | · | 0 | · | · | 19 | -4
COc1ccc(NC(=O)Nc2ccc3c(c2)C(=O)N([C@@H](C)CO)C[C@H](C)[C@@H](CN(C)C)OCCCC[C@H](C)O3)cc1 | -1 | 12 | 0 | 0 | -5 | · | 8
COc1cc(C2NC(=S)NC(c3ccccc3)=C2C(C)=O)cc(Cl)c1OCC(=O)O (stereo not given) | 11 | 4 | 0 | · | · | · | -3
C[C@H](CO)N1C[C@H](C)[C@@H](CN(C)C(=O)c2ccccc2)OCCCC[C@H](C)Oc2ccc(NS(C)(=O)=O)cc2C1=O | -1 | 13 | 0 | -16 | 4 | · | 4
C/C(=N/NC(=O)c1ccco1)c1cccc(NC(=O)c2ccc(C)s2)c1 | 1 | -38 | 0 | · | · | 2 | -2
CC[C@]12c3[nH]c4ccc(Cl)cc4c3CCN1C(=O)[C@@H](CC(=O)NCCc1ccccn1)C[C@@H]2C(=O)N1CCN(C(=O)C2CC2)CC1 | -8 | -10 | -1 | 0 | 3 | 1 | 2
FC(F)(F)c1cnc2c(-c3ccc(Cl)cc3Cl)noc2c1 | · | -5 | · | -2 | -3 | · | ·
COc1ccc(OC)c(-c2nc(CN3CCN(C(=O)c4ccco4)CC3)c(C)o2)c1 | -2 | 9 | -3 | 25 | 1 | -5 | -1
Cc1cccc(NS(=O)(=O)c2ccc(C)c(C(=O)NCC(c3ccccc3)N(C)C)c2)c1 (stereo not given) | 3 | -3 | 2 | 7 | 4 | -3 | -2
COc1ccc(C(=O)Nc2cc3c4c(c2)C(C)C(=O)N4CCC3)cc1 (stereo not given) | 4 | -10 | -1 | · | · | -2 | -7
C#CCOCCOCCOCCNc1nc(N2CCN(C(=O)Cn3cc(CCCN=C(N)N)nn3)CC2)nc(N2CCN(C(=O)[C@H](CCCCN)n3cc(CC(C)O)nn3)CC2)n1 (stereo not given in full) | -41 | -5 | -4 | 9 | -5 | -9 | -4
C[C@@H]1CN([C@@H](C)CO)S(=O)(=O)c2ccc(-c3ccncc3)cc2O[C@H]1CN(C)C(=O)c1cccc(F)c1 | -2 | 4 | -2 | -33 | 4 | -8 | 1
CC1CCC2(CC1)NC(=O)N(CC(=O)Nc1ccc3c(c1)OCCO3)C2=O (stereo not given) | 1 | -5 | -1 | · | · | · | -1
CCOC(=O)c1c(N/C=C(\C#N)c2nc(-c3ccc(OC(C)=O)cc3)cs2)sc2c1CCC2 | 1 | -16 | -4 | -3 | -2 | -1 | 6
CCN(CC)CCCNC(=S)Nc1ccc(Br)cc1 | -14 | 20 | -5 | 5 | -1 | 5 | -24
CC1(c2ccccc2Cl)NC(=O)N(CC(=O)NC(=O)NCc2ccco2)C1=O (stereo not given) | · | · | · | -33 | 5 | 1 | ·
O=C(NC1CC1)C1=C[C@H](c2ccccc2)C[C@H](OCc2ccc(CO)cc2)O1 | -1 | -23 | 2 | 6 | 7 | -1 | -1
O=C(Nc1ccc(OCC(=O)N2CCOCC2)cc1)c1cccc(Cl)c1 | 0 | -14 | 1 | -7 | 15 | 3 | -1
O=C(CSc1nnc(Cn2c(=O)sc3ccccc32)n1-c1ccccc1)NCC1CCCO1 (stereo not given) | -1 | 5 | · | 7 | -2 | -5 | -3
Cc1cscn1 | 0 | 5 | · | 5 | -4 | · | -13
C[C@H](CO)N1C[C@H](C)[C@H](CN(C)CC2CCCCC2)OCCCC[C@H](C)Oc2ccc(NC(=O)Nc3cccc4ccccc34)cc2C1=O | -1 | -4 | 5 | · | -4 | · | 1
O=C(NCc1ccccc1F)C1CCCN(C(=O)NC2CCCCC2)C1 (stereo not given) | · | · | · | -2 | 12 | -1 | ·
COc1ccc(S(=O)(=O)N2CCc3ccccc32)cc1C(=O)Nc1cc(S(C)(=O)=O)ccc1Cl | 1 | 7 | -2 | -39 | -3 | 8 | -20
CCN1CCN(C(CNS(=O)(=O)c2ccccc2)c2ccccc2)CC1 (stereo not given) | -2 | 9 | 2 | 1 | -2 | 0 | 8
SMILES | Casp6 inh | LGR2 inh | SIRT5 block | Statin myotox sup | esBAF inh | FN deposit inh | S100A4 inh HTS
CC(=O)NNc1ncnc2c1cnn2-c1ccc(C)c(C)c1 | 0 | -5 | -5 | · | · | 0 | 18
Cc1cc(S(=O)(=O)N2CCCC(N3CCOCC3)C2)c(C)cc1Cl (stereo not given) | 2 | 8 | 4 | -3 | 3 | 1 | -10
COc1ccc(CNCc2cc3c(C(C)(C)C)nn(-c4ccccc4)c3[nH]c2=O)cc1 | · | -10 | · | -17 | -5 | · | ·
CN1CCN(Cc2cn(C)nc2-c2ccccc2F)CC1c1ccccc1 (stereo not given) | -1 | -6 | -5 | · | · | -2 | -1
CO[C@@H]1CN(C)C(=O)c2cc(NS(C)(=O)=O)ccc2OC[C@@H](C)N(Cc2ccccn2)C[C@H]1C | · | -12 | · | -3 | -1 | 1 | ·
Cc1c(C(=O)Nc2ccc(-c3nnc4n3CCCCC4)cc2)oc2ccc(Br)cc12 | · | 2 | · | -15 | 0 | · | ·
Cc1nnc2ccc(-c3ccc(NS(=O)(=O)c4ccccc4F)cc3)nn12 | -3 | -11 | 0 | · | · | 3 | -3
COc1ccc(S(=O)(=O)NCC2CCCN(CC(C)(C)C)C2)cc1 (stereo not given) | 1 | 18 | 0 | -2 | -4 | · | -22
C[C@H]1CN([C@@H](C)CO)C(=O)c2ccccc2-c2ccccc2CO[C@H]1CN(C)Cc1ccncc1 | 0 | -1 | 0 | · | -1 | 1 | 1
Oc1ccc(Br)cc1-c1cc(-c2ccccc2F)[nH]n1 | · | · | · | -8 | 23 | -5 | ·
COc1ccc2c3c(n(C)c2c1)[C@H](CO)N(CC1CC1)CC31CN(Cc2ccc(F)cc2)C1 | 0 | -6 | -2 | · | · | 6 | -2
NC(=O)c1ccccc1N/C=C/C(=O)c1ccccc1 | 1 | -49 | 3 | -32 | -13 | -1 | 3
CNC[C@H]1Oc2ccc(NS(=O)(=O)c3ccc(Cl)cc3)cc2CC(=O)N([C@@H](C)CO)C[C@H]1C | -2 | 9 | 0 | -6 | -3 | 1 | -3
O=C(NCC1CC1)[C@H]1[C@H](CO)[C@H]2Cn3c(ccc(-c4cccnc4)c3=O)[C@@H]1N2C(=O)C1CCCCC1 | 0 | 11 | -43 | 2 | -6 | · | -8
CCCC#Cc1ccc([C@@H]2[C@@H](CO)N3CCCCN(Cc4ccncc4)C[C@@H]23)cc1 | 9 | -5 | 0 | 0 | -4 | · | -18
C[C@H](O)C#Cc1ccc2c(c1)O[C@@H](CN(C)Cc1ccccc1)[C@@H](C)CN([C@H](C)CO)S2(=O)=O | 2 | 1 | 0 | 29 | -2 | 7 | -5
COc1ccc(NC(=O)N2CCCCN3[C@@H](CO)[C@@H](c4ccc(-c5ccccc5C)cc4)[C@@H]3C2)cc1 | 0 | 10 | 1 | · | · | · | 7
CCCCS(=O)CC(COC)OC(=O)c1ccccc1 (stereo not given) | -4 | 1 | -3 | · | · | 2 | -5
Cc1cc(Br)ccc1NS(=O)(=O)c1c(C)[nH]c(=O)[nH]c1=O | · | -1 | -7 | -10 | 2 | 2 | 0
C[C@H]1CCCCO[C@H](CN(C)S(C)(=O)=O)[C@@H](C)CN([C@@H](C)CO)C(=O)c2cc(NC(=O)NC3CCCCC3)ccc2O1 | 2 | -1 | -2 | -17 | 2 | -7 | 1
COc1ccc(-c2csc(NC(=O)c3ccc(S(C)(=O)=O)cc3)n2)cc1 | -1 | -14 | -3 | -11 | 37 | -12 | 2
CCOc1ccc(CN2CCNC(=O)C2CC(=O)N(C)C2CCCCC2)cc1 (stereo not given) | -3 | 5 | 0 | -5 | 2 | -8 | 9
C=CCn1c(COc2ccc(OC)cc2)nnc1SC(C)C(=O)NC1CC1 (stereo not given) | -19 | -5 | -2 | -4 | 1 | -5 | -2
C[C@H](CO)N1C[C@H](C)[C@H](CN(C)Cc2ccc3c(c2)OCO3)OCCCC[C@H](C)Oc2ccc(NC(=O)CCC(F)(F)F)cc2C1=O | -1 | -3 | -5 | · | 5 | · | 6
CCN(CC)S(=O)(=O)c1ccc(/C=C/C(=O)OCC(=O)NCc2cccs2)cc1 | 1 | -8 | 1 | -3 | -6 | 17 | -1

Some of the entries above, reformatted.
Values run as follows: Casp6 inh, LGR2 inh, SIRT5 block, Statin myotox sup, esBAF inh, FN deposit inh, S100A4 inh HTS
- O=C(CSc1nnc(Cn2c(=O)sc3ccccc32)n1-c1ccccc1)NCC1CCCO1 (stereo not given)
    -1, 5, ·, 7, -2, -5, -3
- Cc1cc(S(=O)(=O)N2CCCC(N3CCOCC3)C2)c(C)cc1Cl (stereo not given)
    2, 8, 4, -3, 3, 1, -10
- O=C(NCc1ccccc1F)C1CCCN(C(=O)NC2CCCCC2)C1 (stereo not given)
    ·, ·, ·, -2, 12, -1, ·

Fetched by compound from above (two):
SMILES | Casp6 inh | LGR2 inh | SIRT5 block | Statin myotox sup | esBAF inh | FN deposit inh | S100A4 inh HTS
CN1CCN(Cc2cn(C)nc2-c2ccccc2F)CC1c1ccccc1 (stereo not given) | -1 | -6 | -5 | · | · | -2 | -1
Cc1c(C(=O)Nc2ccc(-c3nnc4n3CCCCC4)cc2)oc2ccc(Br)cc12 | · | 2 | · | -15 | 0 | · | ·

(continued)
SMILES | Casp6 inh | LGR2 inh | SIRT5 block | Statin myotox sup | esBAF inh | FN deposit inh | S100A4 inh HTS
Nc1nc(-c2cccnc2)nn1C(=O)c1ccccc1Cl | -2 | 4 | -4 | · | · | 5 | -2
O=C(NC[C@H]1[C@@H](c2ccccc2)[C@H](CO)N1C(=O)C1CCC1)NC1CCCC1 | · | 11 | · | 15 | 1 | 4 | ·
O=C(NCc1ccc(Cl)s1)c1cc(COc2c(F)cccc2F)on1 | -1 | 29 | -1 | · | · | -3 | -5
COc1ccc(S(=O)(=O)N2CCCCCC2)cc1C(=O)N(C)CC(=O)Nc1c(Cl)cccc1Cl | 2 | 12 | -2 | 12 | 6 | 11 | 4
CN1CCN(S(=O)(=O)c2ccc3c(c2)C(C)(C)C(=O)N3C)CC1 | -2 | -10 | 1 | -6 | -9 | 4 | -4
CC(=O)N1N=C(C)CC1c1ccc(OCc2ccccc2)cc1 (stereo not given) | 1 | 42 | 0 | · | · | 6 | -2
C[C@H]1CN([C@@H](C)CO)C(=O)c2cc(NC(=O)Nc3cccc4ccccc34)ccc2O[C@H]1CN(C)Cc1ccc(C(=O)O)cc1 | -3 | -23 | -7 | 10 | -5 | · | -14
CC(Oc1cccc(Cl)c1)C(=O)Nc1cc(=O)n(C)c(=O)n1C (stereo not given) | · | · | · | -8 | 0 | 7 | ·
C[C@@H]1CCCCO[C@H](CN(C)C)[C@@H](C)CN([C@H](C)CO)C(=O)c2cc(NC(=O)CCCN(C)C)ccc2O1 | 0 | 9 | 0 | 14 | -1 | 5 | -3
OC[C@@H]1CN(CCN2CCOCC2)C[C@H](n2cnc3c(NCc4ccc(F)cc4)ncnc32)O1 | -2 | -5 | -5 | 10 | -1 | -22 | -8
Cc1nn(C)c(C)c1S(=O)(=O)N(CC(=O)NCc1cccs1)c1ccc(C(C)C)cc1 | 0 | 17 | -3 | -10 | 5 | -4 | 0
C[C@@H]1CN([C@@H](C)CO)C(=O)Cc2cc(NC(=O)Nc3cccc4ccccc34)ccc2O[C@H]1CN(C)S(=O)(=O)c1cn(C)cn1 | 3 | 4 | 3 | 13 | -3 | 9 | -14
CCOc1ccc2[nH]c(C)cc(=O)c2c1 | 1 | -3 | -5 | 3 | 15 | 8 | 0
CNC(=O)C[C@H]1CC[C@@H]2[C@@H](COc3ccc(NS(=O)(=O)c4ccc(F)cc4)cc3C(=O)N2C)O1 | · | 9 | · | 13 | -3 | 4 | ·
